High-throughput results (PubChem)
IL2 activator: activators of IL-2; IL-2 activation reporter assay, cell-based qHTS; stimulated with anti-CD3/CD4/CD28 beads; in transgenic mouse T cells; activation, % (series mostly up to about 46 µM); 360,000 tested, 0.065% active; AID 652025; in the data active = activation above about 50%; inconclusive = mostly about 30% to 49%; also: 0% is about no effect
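Readout: EGFP and DsRed signals by fluorescent plate cytometry. Unstimulated transgenic mouse T cells received compound 60 min before antibody-bead stimulation, then incubated 18 h at 37 degrees C.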
WRN helicase inh: blocks human WRN helicase; Q14191; WRN helicase unwinding, fluorescent forked duplex, kinetic; Potency, µM (series often up to 114 µM), for the others: at the highest dose activity change, negative = inhibition, actives largely listed as inhibitors; 360,000 tested, 0.46% active; AID 651768; also: potency is read from the fitted curve at half-maximal effect; % is scaled to controls: 0 for no effect and ±100 for the full control effect; nearly all actives have a fitted effect of over 55% in size
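Enzyme (20 nM final) and test compound sit together 15 min at room temperature before substrate addition. Substrate is a single-forked duplex oligonucleotide (100 nM) labelled with fluorophore and quencher, with 2 mM ATP; helicase unwinding raises red fluorescence, read kinetically.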
DRD3 antagonist: D3 dopamine receptor (human) antagonism | AID 652054 | 360,000 tested, 2.5% active | P35462 | D3R cells, DiscoveRx beta-arrestin luminescence, antagonist mode; stronger effect = lower value | max response, negative = inhibition, %; in the data active = max response below about -50%; inconclusive = no clear call, values can overlap the other calls; also: % is scaled to controls: 0 for no effect and ±100 for the full control effect; mostly tested at two doses, the higher about 12 µM
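Cells plated overnight at 1500 cells/well, then exposed to library compounds with dopamine controls for 90 minutes at 37 degrees C. DiscoveRx reagent added for 30–60 minutes at room temperature; luminescence read, quantitative HTS format.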
GLP1R inv ag: GLP-1 receptor (human) inverse agonism; Potency, µM (titrated, usually from 38.3 µM), for the others: at the highest dose activity change, negative = inhibition, most hits filed as inhibitors; HEK293 GLP-1R CRE-luciferase, luminescence, 24 h; GLP-1R form is constitutively active; P43220; 410,000 tested, 1.6% active; also: potency is read from the fitted curve at half-maximal effect; % is scaled to controls: 0 for no effect and ±100 for the full control effect; nearly all actives have a fitted effect of over 55% in size
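Luminescence readout: a drop in cAMP-driven luciferase signal flags inverse agonism at a constitutively active GLP-1R stably expressed in HEK293. Compound exposure lasted 24 hr at 37 deg C, 5% CO2.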
HEK293 tox: cytotoxic in the GLP-1 receptor inverse agonist counter-screen; HEK293 cAMP-luciferase reporter cells, luminescence, 24 h; Potency, µM (top dose mostly 38.3 µM), for inactives: top-dose activity change, negative = inhibition, hits mostly inhibitors; 410,000 tested, 0.13% active;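 also: loss of luciferase light is scored as toxicity; potency is read from the fitted curve at half-maximal effect; % is scaled to controls: 0 for no effect and ±100 for the full control effect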
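To flag toxic compounds, the library was rerun on cells for 24 hr at 37 deg C and 5% CO2. Viability-linked luminescence was captured 12 min after adding luciferase detection reagent.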
GLP-1R agonist: agonists of human GLP-1 receptor | HEK293 GLP-1R CRE-luciferase, luminescence, 4-6 h; cells express a hypersensitive GLP-1R form | AID 624172 | Potency, µM (highest dose often 45.6 µM), for inactives: top-dose activation, most hits filed as activators | 380,000 tested, 0.007% active; also: potency is read from the fitted curve at half-maximal effect; % of control where 0% means no effect
PI5P4K alpha inh: PI5P4K alpha (human) kinase inhibition. P48426. PI5P4Kalpha enzyme, ADP-Glo luminescence, 60 min; stronger effect = lower value. max response, %. 330,000 tested, 1.2% active. AID 652105; active = max response of -50% or lower; inconclusive = between -30% and -50%; inactive = -30% or higher; also: value at the top dose of about 77 µM; % is scaled to controls: 0 for no effect and ±100 for the full control effect
Target sequence (P48426 whole entry, looked up): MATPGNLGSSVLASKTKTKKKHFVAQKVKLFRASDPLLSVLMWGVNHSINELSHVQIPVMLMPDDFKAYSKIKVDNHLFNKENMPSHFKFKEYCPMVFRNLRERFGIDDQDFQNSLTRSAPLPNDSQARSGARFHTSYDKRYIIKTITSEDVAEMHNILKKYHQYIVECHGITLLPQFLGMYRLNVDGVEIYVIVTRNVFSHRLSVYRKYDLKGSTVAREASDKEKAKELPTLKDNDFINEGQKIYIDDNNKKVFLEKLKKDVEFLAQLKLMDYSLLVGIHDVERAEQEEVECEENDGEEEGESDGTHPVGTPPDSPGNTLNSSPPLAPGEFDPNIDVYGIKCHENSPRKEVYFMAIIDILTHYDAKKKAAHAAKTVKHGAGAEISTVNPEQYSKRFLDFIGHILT
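qHTS, 1536-well: enzyme/substrate mix, compound by pin tool, 5 microM ATP final; RT 60 min; ADP-Glo reagents 1 (45 min) then 2 (30 min); luminescence.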
PLK1 PBD inh: inhibitors of human PLK1 polo-box domain binding | Potency, µM, inactives show max response, negative = inhibition, hits mostly inhibitors | 360,000 tested, 2.8% active | P53350 | Plk1 PBD binding of FITC phosphopeptide, fluorescence polarization | AID 720504; also: potency is read from the fitted curve at half-maximal effect; series mostly up to about 57 µM; % is scaled to controls: 0 for no effect and ±100 for the full control effect; nearly all actives have a fitted effect of over 65% in size
Target sequence (P53350 whole entry, looked up, the tested form may be a part): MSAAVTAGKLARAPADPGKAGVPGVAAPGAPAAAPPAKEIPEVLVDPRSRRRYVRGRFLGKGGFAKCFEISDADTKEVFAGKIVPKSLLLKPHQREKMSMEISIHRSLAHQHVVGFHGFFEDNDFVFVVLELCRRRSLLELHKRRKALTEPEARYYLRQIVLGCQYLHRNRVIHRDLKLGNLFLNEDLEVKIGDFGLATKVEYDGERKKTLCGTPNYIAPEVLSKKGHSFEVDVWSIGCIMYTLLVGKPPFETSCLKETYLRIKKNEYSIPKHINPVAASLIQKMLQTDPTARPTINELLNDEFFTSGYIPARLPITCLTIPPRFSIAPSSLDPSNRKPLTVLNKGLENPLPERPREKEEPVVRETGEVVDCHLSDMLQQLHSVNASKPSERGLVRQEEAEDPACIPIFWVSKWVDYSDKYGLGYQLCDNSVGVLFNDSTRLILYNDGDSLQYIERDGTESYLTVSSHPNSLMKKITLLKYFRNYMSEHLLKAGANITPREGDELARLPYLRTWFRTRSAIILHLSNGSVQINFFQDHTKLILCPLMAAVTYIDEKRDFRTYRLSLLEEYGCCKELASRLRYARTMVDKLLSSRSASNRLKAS
D3 ag: D3 dopamine receptor (human) agonism; AID 652048; P35462; max activation, %; 410,000 tested, 0.58% active; D3R DiscoveRx beta-arrestin cells, luminescence, 90 min; in the data active = max activation above about 30%; also: 0% is about no effect; mostly tested at two doses, the higher about 12 µM
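Agonist mode: compounds and dopamine controls were applied to plated cells for 90 min at 37 degrees C after an overnight attachment at 1500 cells/well. Luminescent read-out followed 30 - 60 minutes at room temperature with DiscoveRx detection reagent.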
* = called active by the depositor; ? = inconclusive; . = no result given; [ ] = dose if it differs, or a comment. Unless noted, calls follow the shape of the dose curve; as a rule, active = well fitted curve in the direction sought with a large enough effect; inconclusive = small, poorly fitted or top-dose-only effect, or another doubt; inactive = no such curve, though single readings can be large; an effect the other way counts as inactive or inconclusive.

SMILES	IL2 activator	WRN helicase inh	DRD3 antagonist	GLP1R inv ag	HEK293 tox	GLP-1R agonist	PI5P4K alpha inh	PLK1 PBD inh	D3 ag
Cc1nn(-c2ccccc2)cc1/C=N/NC(=O)c1cccs1	0.3	10.4%	-2.0	22.1%	1.7%	13.3%	-1.6	-8.1%	-3.9
COc1cccc(NS(=O)(=O)c2ccc3c(c2)CCN3C(C)=O)c1	-4.1	5.1%	2.0	0.4%	2.5%	-1.1%	1.0	3.4%	21.3
Nc1ccccc1SCc1cn2cccnc2n1	1.6	2.3%	-4.1	-11.9%	14.2%	3.9%	-2.5	?	-7.0
O=C(NCCCn1ccnc1)C(Cc1ccccc1)N1C(=O)c2ccccc2C1=O (stereo not drawn)	2.7	-11.0%	0.4	1.0%	7.4%	-1.3%	-2.6	?	-3.0
CCOC(=O)c1cnc(-c2ccccc2)nc1Oc1ccc(OC)cc1	-3.2	6.9%	18.9	6.4%	-3.0%	-1.3%	-1.7	6.6%	-3.9
Nc1nc(N2CCCCC2)nc(N2CCCCC2)n1	0.2	5.7%	-1.5	?	-8.1%	-6.6%	-3.5	-1.7%	4.0
COc1cc(NC(=O)CN2C(=O)NC(c3ccccc3)(c3ccccc3)C2=O)cc(OC)c1	-1.6	-4.0%	-19.6	?	-18.0%	-8.6%	1.0	-12.1%	0.5
COc1ccc(Cc2nnc(NS(=O)(=O)c3ccc(NC(C)=O)cc3)s2)cc1	0.2	-6.5%	-5.6	-3.5%	-8.8%	-0.4%	0.3	-12.8%	-12.3
CCN(c1ccccc1)c1cc2ccccc2c(=O)[nH]1	-1.9	13.9%	-21.5	?	196.4%[activator]	11.6%	-10.6	29.9µM*	0.1
Cc1c(C(=O)Nc2ccccc2)cn2c(nc3ccccc32)c1C#N	-0.9	-12.9%	9.2	49.3%[activator]	104.6%[activator]	-2.6%	-1.7	-3.7%	-3.6
O=C(Oc1ccccc1C(=O)N1CCOCC1)c1cccc(Br)c1	0.5	-9.7%	-2.4	2.2%	11.7%	-28.6%	1.5	0.1%	-9.0
COc1ccc(Cl)cc1NC(=O)CN(C)CC(=O)Nc1ccc(C)cc1Br	-0.6	-4.4%	12.6	7.94µM*	-10.8%	21.1%	2.0	-3.5%	-5.1
COCCN(C(=O)CCC(=O)Nc1ccccn1)C(C(=O)NC(C)(C)C)c1ccc(OC)cc1 (stereo not drawn)	0.0	0.9%	14.6	7.6%	0.8%	1.0%	-4.5	-10.2%	-9.9
CCc1noc(N)c1C(=O)Nc1ccc(Cl)cc1	-0.8	-3.9%	0.7	4.0%	-2.8%	15.1%	2.6	-5.9%	-3.6
Cc1c(CC(=O)O)c(=O)oc2cc3occ(-c4ccc(F)cc4)c3cc12	0.5	-3.2%	-13.1	5.2%	0.3%	4.0%	11.9	2.5%	-0.6
COc1ccc(NC(=S)NC2CCCC2)c(OC)c1	-0.2	0.6%	-16.3	-19.3%	1.3%	1.1%	3.3	-6.6%	0.6
COc1ccccc1CCNC(=O)c1cccc(NC(=O)CC2SC(N3CCCCC3)=NC2=O)c1 (stereo not drawn)	-3.2	3.2%	6.1	5.3%	-25.2%	0.3%	-8.4	3.9%	6.4
O=C(O)CCCN1C(=O)C2C3CC(C2C1=O)C1C(c2ccccc2)c2sc(=O)n(-c4ccccc4)c2SC31 (stereo not drawn)	-1.9	1.0%	-1.8	?	-7.6%	2.6%	1.8	-1.0%	-5.0
COc1cc2c(cc1OC)CN(CC(=O)NC(=O)NCc1ccccc1)CC2	0.2	3.6%[57.1 µM]	?	30.7%[activator]	-0.2%	-4.1%	19.0	8.6%	-8.1
Cc1ccc(C(=O)N2CCN(c3ncccn3)CC2)o1	-0.9	4.0%	25.9	4.6%	-8.7%	8.1%	-4.4	-3.9%	-8.2
CCN(CC)CCNc1ccc(Cl)cc1[N+](=O)[O-]	-1.8	-5.0%	-86.2*	?	-13.4%	-1.3%	-1.1	-7.5%	-9.6
CC1(C)OC(=O)C2=C(CC(c3ccccc3)OC2CCc2ccccc2)O1 (stereo not drawn)	-3.5	-6.6%	-29.7	?	22.7%	-2.0%	3.5	-6.0%	-9.4
O=C(NC(O)C(=O)c1ccccc1)c1cccs1 (stereo not drawn)	-1.0	2.6%	-6.7	3.5%	0.2%	-1.6%	-1.0	-8.9%	2.7
CCN(CC)S(=O)(=O)c1ccc(OC)c(NC(=O)c2ccc(=O)[nH]c2)c1	-1.3	-4.8%	-12.4	40.1%[activator]	8.2%	6.1%	0.1	-8.3%	-15.5
Cc1nn(-c2ccccc2)c(N2CCCCC2)c1/C=N/NC(=O)c1ccncc1	-3.1	-33.3%[57.1 µM]	-9.4	?	10.6%	10.0%	-14.9	-8.8%	-6.5
CCN(CCCNC(=O)CC1Oc2ccc(C)cc2NC1=O)Cc1ccccc1 (stereo not drawn)	-3.5	-5.2%	-23.1	-20.3%	-13.3%	-2.5%	-0.6	-14.7%	-7.9
O=C(NNC(=S)Nc1ccc(F)cc1F)c1ccco1	-3.8	2.6%	-18.4	-7.8%	1.8%	-5.4%	-0.6	-8.9%	6.1
CC1(C)CC2(OC2c2ccccc2[N+](=O)[O-])C(=O)c2ccccc21 (stereo not drawn)	-4.2	12.2%	-6.4	12.1%	-17.8%	-1.1%	-1.3	5.3%	0.8
COc1cccc(-c2nn(-c3ccc(C)cc3)cc2C(=O)NCC2CCCO2)c1 (stereo not drawn)	-6.1	0.5%	-22.8	?	0.3%	3.4%	3.5	-4.4%	-22.1
CS(=O)(=O)N(CC(=O)N1CCN(c2ccccc2)CC1)C1CCCCC1	0.0	10.2%	7.4	-3.8%	-8.9%	-4.7%	0.2	26.7µM*	0.2
CCc1cc(OCCN2C(=O)NC(C)(C)C2=O)ccc1Cl	-0.9	-0.8%	-10.4	0.0%	-8.6%	2.8%	-2.6	-2.9%	-0.2
CNC1(c2nnnn2-c2ccccc2C)CCOC(C)(C)C1 (stereo not drawn)	-3.3	0.5%	0.5	-4.1%	-5.2%	1.3%	?	15µM*	0.4
O=C1c2ccccc2[C@@H]2C[C@@H](O)[C@H](Nc3cccc(Cl)n3)CCN12	-0.5	-2.8%	32.0	11.3%	0.9%	2.0%	-5.8	-1.1%	-13.8
Cc1cnc([N+](=O)[O-])n1CCOC(=O)c1cccc(F)c1	0.0	8.4%	3.2	3.2%	5.8%	15.1%	-3.3	0.2%	-5.5
COc1cc2c(cc1OC)CN(C(=O)CSc1n[nH]c(N)n1)CC2	-3.7	-8.3%	1.1	76.4%[activator]	-15.1%	2.3%	0.3	-10.3%	4.3
O=C(NC1CCN(Cc2ccccc2)CC1)c1cccc(Br)c1	-6.5	6.6%	-84.5*	?	1.6%	4.7%	3.8	5.3%	-44.4
Nc1cc(S(=O)(=O)N2CCCCC2)ccc1Oc1ccccc1	-1.1	-6.4%	-0.9	?	-6.4%	14.1%	1.8	-14.6%	0.2
O=C(COC(=O)c1cc2ccccc2cc1O)NC(=O)NCc1ccco1	0.7	-4.4%	-27.6	-6.2%	?	8.4%	-22.1	-2.9%	-1.3
CCOC(=O)c1c(-c2ccc(C)cc2C)csc1NC(=O)CSc1nnnn1C	-3.0	-21.3%[57.1 µM]	13.1	-0.1%	-29.9%	-0.7%	.	2.0%	20.2
COc1cc(/C=N/NC(=O)c2cccc([N+](=O)[O-])c2)ccc1OC(=O)c1ccco1	-1.1	-16.9%[57.1 µM]	?	-21.3%	-5.8%	9.1%	-6.0	?	-7.0
CCOC(=O)c1c(C)c(C(=O)N2CCCCCC2)c(C)n1CC	-1.4	2.3%	-6.8	7.3%	5.6%	-0.5%	.	-10.8%	9.8
Cc1nc(N2CCC(C)CC2)c2c(C)c(C(=O)Nc3ccc(C)c(F)c3)sc2n1	-0.8	-0.8%	24.8	-0.7%	6.9%	4.1%	18.1	-8.7%	8.7
O=C(C(c1ccccc1)c1ccccc1)N1CCN(Cc2ccccn2)CC1	-0.5	5.5%	10.9	-1.7%	-0.9%	2.6%	-6.8	-3.8%	3.8
O=C(Nc1ccccc1)C(=O)Nc1ccc2c(c1)N(C(=O)C1CC1)CCC2	-4.3	0.0%	0.0	?	-7.8%	13.7%	4.1	0.1%	-0.7
COc1ccc(C2SCC(C(=O)O)N2C(C)=O)cc1 (stereo not drawn)	3.1	-0.2%	-7.5	-5.6%	1.2%	5.4%	.	-0.4%	19.6

Only GLP-1R agonist, PI5P4K alpha inh and WRN helicase inh, for some of the entries so far:
Compound	GLP-1R agonist	PI5P4K alpha inh	WRN helicase inh
Cc1cnc([N+](=O)[O-])n1CCOC(=O)c1cccc(F)c1	15.1%	-3.3	8.4%
COc1cc2c(cc1OC)CN(C(=O)CSc1n[nH]c(N)n1)CC2	2.3%	0.3	-8.3%
O=C(NC1CCN(Cc2ccccc2)CC1)c1cccc(Br)c1	4.7%	3.8	6.6%

The list goes on.
SMILES	IL2 activator	WRN helicase inh	DRD3 antagonist	GLP1R inv ag	HEK293 tox	GLP-1R agonist	PI5P4K alpha inh	PLK1 PBD inh	D3 ag
CC(=O)c1ccc(NC(=O)C[n+]2ccccc2)cc1	-1.6	-6.3%	0.5	7.0%	-15.5%	-0.3%	0.4	-3.0%	1.9
CCCc1nc2c(C)cc(Br)cn2c1Cc1ccc(OC)cc1C	-0.8	-9.1%	15.2	-11.0%	-12.7%	-3.4%	-0.3	-6.7%	7.6
COc1ccc(S(=O)(=O)N(C)c2ccccc2)c2cccnc12	-3.2	-13.4%	-9.3	161.8%[activator]	0.1%	-1.2%	3.1	-9.1%	-7.5
O=C(COC(=O)CCCOc1ccc(Cl)cc1Cl)NCc1ccc(F)cc1	2.4	-1.7%	0.0	5.8%	8.7%	6.2%	1.6	-6.6%	-18.9
O=C(NCCCSc1ccccc1)c1ccc(=O)[nH]c1	-1.3	16.2%	-18.6	18.8%	-8.0%	5.7%	4.4	-2.0%	-8.9
